Mtb BioA inh: M. tuberculosis BioA enzyme inhibitors, primary screen, biochemical, plate reader, single point, HTS; AID 602481, 2012; 7,8-diaminopelargonic acid synthase BioA (Mycobacterium tuberculosis); purified M. tuberculosis BioA enzyme; inhibition, % at 9.99 µM; actives 0.096% (n = 360,000); in the data active means inhibition above about 40%
Numbers without * were called inactive.

What do the screens show for `C[C@@H]1CN([C@@H](C)CO)C(=O)Cc2cc(NC(=O)NC3CCCCC3)ccc2O[C@@H]1CN(C)Cc1ccc(C(F)(F)F)cc1`?
Mtb BioA inh: 0.6

How did CO[C@H]1CN(C)C(=O)c2ccc(NC(=O)C3CCCC3)cc2OC[C@H](C)NC[C@H]1C do in these assays?
Mtb BioA inh: 5.3

Results for C[C@H]1CN([C@@H](C)CO)C(=O)Cc2cc(N(C)C)ccc2O[C@@H]1CN(C)C(=O)Nc1ccccc1 ?
Mtb BioA inh: -1.5

How did C[C@@H]1CN([C@@H](C)CO)C(=O)c2cc(NC(=O)C3CCCCC3)ccc2O[C@@H](C)CCCCO[C@@H]1CN(C)C(=O)Cc1ccccc1 do in these assays?
Mtb BioA inh: -4.8

Results for Cc1ccc(F)cc1S(=O)(=O)N[C@@H]1CCN(Cc2ccc3[nH]ccc3c2)C1 ?
Mtb BioA inh: 2.3

What do the screens show for `C[C@@H]1CCCCO[C@@H](CN(C)Cc2ccncc2)[C@@H](C)CN([C@H](C)CO)C(=O)c2cc(NS(=O)(=O)c3cn(C)cn3)ccc2O1`?
Mtb BioA inh: 0.5

What do the screens show for `C[C@H](CO)N1C[C@H](C)[C@H](CN(C)Cc2ccc(-c3ccccc3)cc2)Oc2c(NC(=O)Nc3ccc(F)cc3)cccc2C1=O`?
Mtb BioA inh: -2.2

What do the screens show for `COc1ccc(COC[C@]23Oc4ccccc4[C@H]([C@H]2COC(=O)c2ccccc2)N(C(=O)CC(C)=O)C(=O)N3C)cc1`?
Mtb BioA inh: -3.3

How did O=C(NC1CCCCC1)N[C@@H]1C=C[C@H](CC(=O)N2CCOCC2)O[C@@H]1CO do in these assays?
Mtb BioA inh: -1.5

Results for C[C@@H]1CN([C@H](C)CO)C(=O)c2cc(NC(=O)CCN3CCOCC3)ccc2O[C@H]1CN(C)Cc1ccncc1 ?
Mtb BioA inh: -11

What do the screens show for `CCCN(C)C[C@H]1Oc2ncc(-c3ccccc3OC)cc2C(=O)N([C@H](C)CO)C[C@@H]1C`?
Mtb BioA inh: 3.7

How did COCCN(C[C@@H]1[C@@H](c2ccccc2)[C@H](CO)N1C(C)=O)C(=O)c1ccncc1 do in these assays?
Mtb BioA inh: 3.5

How did C[C@H](CO)N1C[C@H](C)[C@@H](CN(C)C(=O)C2CC2)Oc2ncc(C#Cc3ccccc3F)cc2C1=O do in these assays?
Mtb BioA inh: -0.4

Results for O=C(C[C@@H]1CC[C@H](NC(=O)c2ccccc2)[C@H](CO)O1)NCc1ccncn1 ?
Mtb BioA inh: 1.7

How did C[C@@H]1CCCCO[C@H](CN(C)CC2CCCCC2)[C@H](C)CN([C@@H](C)CO)C(=O)c2cc(NC(=O)CCCCCC(=O)Nc3ccccc3N)ccc2O1 do in these assays?
Mtb BioA inh: 1.0

Results for O=C(C[C@@H]1C=C[C@@H](NC(=O)Cc2ccccn2)[C@@H](CO)O1)NCCc1ccncc1 ?
Mtb BioA inh: -2.4

How did C[C@H](NC(=O)C[C@@H]1C[C@H]2c3cc(NC(=O)CN(C)C)ccc3O[C@H]2[C@@H](CO)O1)c1ccccc1 do in these assays?
Mtb BioA inh: 1.4

Results for C[C@@H]1CN([C@H](C)CO)C(=O)c2c(c3ccccc3n2C)-c2ccccc2CO[C@@H]1CN(C)C(=O)[C@@H](Cc1ccccc1)N(C)C ?
Mtb BioA inh: 0.8

Results for CC(C)CC#Cc1ccc2c(c1)O[C@H](CN(C)C(=O)c1ccccc1F)[C@@H](C)CN([C@H](C)CO)S2(=O)=O ?
Mtb BioA inh: -2.2

Results for COc1ccc(NC(=O)N(C)C[C@@H]2OCCCC[C@H](C)Oc3ccc(NC(=O)CCCN(C)C)cc3C(=O)N([C@@H](C)CO)C[C@H]2C)cc1 ?
Mtb BioA inh: -1.5

Structures from the list above that contain sulfur (three):
Results for Cc1ccc(F)cc1S(=O)(=O)N[C@@H]1CCN(Cc2ccc3[nH]ccc3c2)C1 ?
Mtb BioA inh: 2.3

What do the screens show for `C[C@@H]1CCCCO[C@@H](CN(C)Cc2ccncc2)[C@@H](C)CN([C@H](C)CO)C(=O)c2cc(NS(=O)(=O)c3cn(C)cn3)ccc2O1`?
Mtb BioA inh: 0.5

Results for CC(C)CC#Cc1ccc2c(c1)O[C@H](CN(C)C(=O)c1ccccc1F)[C@@H](C)CN([C@H](C)CO)S2(=O)=O ?
Mtb BioA inh: -2.2

Later entries.
What do the screens show for `C[C@H]1CN([C@@H](C)CO)C(=O)Cc2cc(NS(=O)(=O)c3ccccc3)ccc2O[C@@H]1CN(C)CC1CC1`?
Mtb BioA inh: 1.2

How did C[C@H](CO)N1C[C@H](C)[C@H](CN(C)S(=O)(=O)c2cn(C)cn2)Oc2cc(C3=CCCCC3)ccc2S1(=O)=O do in these assays?
Mtb BioA inh: 1.4

What do the screens show for `C[C@H]1CN([C@@H](C)CO)C(=O)Cc2cc(NC(=O)Cc3cn(C)c4ccccc34)ccc2O[C@@H]1CN(C)S(=O)(=O)c1ccccc1`?
Mtb BioA inh: -2.7

What do the screens show for `O=S(=O)(c1ccc(F)cc1)N1CC[C@H]2[C@H](CO)Nc3ccc(-c4ccc(F)cc4)cc3[C@H]21`?
Mtb BioA inh: -1.1

What do the screens show for `C[C@@H]1CN([C@@H](C)CO)C(=O)Cc2cc(NC(=O)NC3CCCCC3)ccc2O[C@H]1CN(C)C(=O)Nc1ccc(F)cc1`?
Mtb BioA inh: 4.8

Results for CNC(=O)C[C@H]1CC[C@@H]2[C@H](COc3ccc(NC(=O)c4cccs4)cc3C(=O)N2C)O1 ?
Mtb BioA inh: 12

Results for CCCC#Cc1cnc2c(c1)C(=O)N([C@H](C)CO)C[C@@H](C)[C@@H](CN(C)S(=O)(=O)c1cccc(OC)c1)O2 ?
Mtb BioA inh: -0.8

What do the screens show for `CO[C@@H]1CN(C)C(=O)c2cc(NC(=O)c3ccc(F)cc3)ccc2OC[C@@H](C)NC[C@@H]1C`?
Mtb BioA inh: 0.1

How did Cc1noc(C)c1NC(=O)N(C)C[C@@H]1Oc2c(NS(=O)(=O)c3ccccc3)cccc2C(=O)N([C@H](C)CO)C[C@H]1C do in these assays?
Mtb BioA inh: 0.0

Results for COCC(=O)N1CCCCN2[C@H](CO)[C@H](c3ccc(C#Cc4ccccc4)cc3)[C@@H]2C1 ?
Mtb BioA inh: 3.0

How did Cc1ccc(S(=O)(=O)Nc2cccc3c2O[C@H](CN(C)Cc2ccncc2)[C@@H](C)CN([C@H](C)CO)C3=O)cc1 do in these assays?
Mtb BioA inh: -1.3

How did CC(C)NC(=O)N(C)C[C@H]1OCCCC[C@@H](C)Oc2ccc(N(C)C)cc2C(=O)N([C@H](C)CO)C[C@H]1C do in these assays?
Mtb BioA inh: -0.4

What do the screens show for `C[C@@H]1CN([C@@H](C)CO)C(=O)Cc2cc(NC(=O)CCCN(C)C)ccc2O[C@H]1CN(C)S(C)(=O)=O`?
Mtb BioA inh: -1.8

Results for C[C@@H]1CN([C@@H](C)CO)C(=O)c2cc(N(C)C)ccc2O[C@@H](C)CCCCO[C@H]1CN(C)C(=O)CCCN(C)C ?
Mtb BioA inh: -0.2

What do the screens show for `COc1cccc(NC(=O)N(C)C[C@H]2Oc3cc(-c4cccc(C(=O)N(C)C)c4)ccc3S(=O)(=O)N([C@@H](C)CO)C[C@H]2C)c1`?
Mtb BioA inh: 1.1

What do the screens show for `C[C@@H]1CN([C@H](C)CO)C(=O)c2cc(-c3ccc(C#N)cc3)cnc2O[C@@H]1CN(C)CC1CCCC1`?
Mtb BioA inh: -2.3

Results for CC(=O)N1[C@@H](CO)[C@@H](c2ccccc2)[C@@H]1CN(C(=O)c1cccc(F)c1)C(C)C ?
Mtb BioA inh: 0.9

Results for O=C(C[C@@H]1C[C@@H]2c3cc(NC(=O)c4ccc5c(c4)OCO5)ccc3O[C@@H]2[C@H](CO)O1)NC1CCCCC1 ?
Mtb BioA inh: -0.3

How did CC(=O)N(C)C[C@@H]1Oc2cc(C#CC3CCCC3)ccc2S(=O)(=O)N([C@H](C)CO)C[C@H]1C do in these assays?
Mtb BioA inh: -0.8

What do the screens show for `COCC(=O)N1[C@@H]2CN(C(=O)Nc3ccccc3Cl)c3ccccc3[C@@H]2[C@@H]1CO`?
Mtb BioA inh: -1.1

What do the screens show for `C/C=C/c1ccc([C@H]2[C@@H](CO)N(C(=O)NCCC)[C@@H]2CNC(=O)C2CCC2)cc1`?
Mtb BioA inh: 0.3

Results for O=C(NC1CCC1)[C@H]1[C@H](CO)[C@H]2Cn3c(ccc(-c4cccc(F)c4)c3=O)[C@@H]1N2Cc1cocn1 ?
Mtb BioA inh: -2.2

Results for COc1ccc(C#Cc2cnc3c(c2)C(=O)N([C@H](C)CO)C[C@H](C)[C@@H](CN(C)C(=O)CN(C)C)O3)cc1 ?
Mtb BioA inh: 0.0

How did CS(=O)(=O)N1[C@@H](C#N)[C@H](c2ccc(C#CC3CC3)cc2)[C@@H]1CO do in these assays?
Mtb BioA inh: -0.3

What do the screens show for `COc1ccc(NC(=O)Nc2ccc3c(c2)CC(=O)N([C@H](C)CO)C[C@@H](C)[C@H](CN(C)Cc2ccc(Oc4ccccc4)cc2)O3)cc1`?
Mtb BioA inh: 3.2

Results for COc1ccc(NC(=O)Nc2cccc3c2O[C@@H](CN(C)Cc2ccc(-c4ccccc4)cc2)[C@H](C)CN([C@H](C)CO)C3=O)cc1 ?
Mtb BioA inh: -5.9

Results for C[C@H]1CN([C@@H](C)CO)C(=O)c2cccc(NC(=O)C3CCOCC3)c2O[C@@H]1CN(C)C(=O)Nc1ccc(C(F)(F)F)cc1 ?
Mtb BioA inh: -0.2

What do the screens show for `Cc1noc(C)c1S(=O)(=O)Nc1ccc2c(c1)C(=O)N([C@H](C)CO)C[C@H](C)[C@H](CN(C)S(C)(=O)=O)O2`?
Mtb BioA inh: 0.5

Results for C[C@@H]1CN([C@@H](C)CO)C(=O)Cc2cc(NC(=O)C3CC3)ccc2O[C@@H]1CN(C)Cc1ccc(C(=O)O)cc1 ?
Mtb BioA inh: -2.9

How did COc1ccc(NC(=O)N(C)C[C@@H]2Oc3ccc(NC(=O)CCN4CCOCC4)cc3CC(=O)N([C@@H](C)CO)C[C@H]2C)cc1 do in these assays?
Mtb BioA inh: 2.0

What do the screens show for `O=C(C1CC1)N1CC[C@@H]2[C@H]1c1cc(Br)ccc1N[C@@H]2CO`?
Mtb BioA inh: 88*

What do the screens show for `Cc1cccc(S(=O)(=O)N2CCCCN3[C@@H](CO)[C@@H](c4ccc(-c5ccccc5)cc4)[C@@H]3C2)c1`?
Mtb BioA inh: 11

How did O=C1O[C@@H](c2ccccc2)[C@@H](c2ccccc2)N2[C@@H](c3ccc(O)cc3)[C@]3(C(=O)Nc4ccccc43)[C@@H](C(=O)N3CCCCCCC3)[C@H]12 do in these assays?
Mtb BioA inh: -3.4

How did CNC[C@H]1Oc2ccc(NC(=O)c3ccncc3)cc2C(=O)N([C@H](C)CO)C[C@H]1C do in these assays?
Mtb BioA inh: -1.1

How did C[C@H]1CN([C@@H](C)CO)C(=O)c2cccc(NC(=O)Nc3ccccc3)c2O[C@H]1CN(C)Cc1ccc(Oc2ccccc2)cc1 do in these assays?
Mtb BioA inh: 3.6

How did CN(C)CC(=O)N[C@@H]1C=C[C@@H](CC(=O)NCc2ccc(Cl)cc2)O[C@@H]1CO do in these assays?
Mtb BioA inh: 0.3

How did C[C@@H]1CN([C@@H](C)CO)C(=O)c2cccc(NC(=O)c3nc4ccccc4s3)c2O[C@H]1CN(C)C(=O)Nc1cccc2ccccc12 do in these assays?
Mtb BioA inh: -0.2

What do the screens show for `COc1ccccc1NC(=O)N1CC[C@@H]2[C@H]1c1cc(-c3ccc(F)cc3)ccc1N(C)[C@@H]2CO`?
Mtb BioA inh: -0.1

How did C[C@H]1CN([C@@H](C)CO)C(=O)Cc2cc(NS(=O)(=O)c3ccc(F)cc3)ccc2O[C@H]1CN(C)S(=O)(=O)c1ccc(Cl)cc1 do in these assays?
Mtb BioA inh: -7.2

How did CN(C)C(=O)c1ccc(-c2ccc([C@H]3[C@@H](C#N)N(C(=O)C4CC4)[C@@H]3CO)cc2)cc1 do in these assays?
Mtb BioA inh: -2.2

In the list so far, these contain a Cl atom.
What do the screens show for `COCC(=O)N1[C@@H]2CN(C(=O)Nc3ccccc3Cl)c3ccccc3[C@@H]2[C@@H]1CO`?
Mtb BioA inh: -1.1

How did CN(C)CC(=O)N[C@@H]1C=C[C@@H](CC(=O)NCc2ccc(Cl)cc2)O[C@@H]1CO do in these assays?
Mtb BioA inh: 0.3

How did C[C@H]1CN([C@@H](C)CO)C(=O)Cc2cc(NS(=O)(=O)c3ccc(F)cc3)ccc2O[C@H]1CN(C)S(=O)(=O)c1ccc(Cl)cc1 do in these assays?
Mtb BioA inh: -7.2

Further results
What do the screens show for `CC(C)NC(=O)N(C)C[C@@H]1Oc2ccc(NC(=O)Cc3ccccc3)cc2C(=O)N([C@@H](C)CO)C[C@H]1C`?
Mtb BioA inh: 1.4

Results for C[C@@H]1CN([C@@H](C)CO)S(=O)(=O)c2ccc(-c3ccncc3)cc2O[C@H]1CN(C)Cc1ccc(Oc2ccccc2)cc1 ?
Mtb BioA inh: -8.8

Results for O=C(C[C@@H]1CC[C@@H]2[C@H](COC[C@@H](O)CN2S(=O)(=O)c2ccccc2)O1)NCC1CCCCC1 ?
Mtb BioA inh: 0.7

How did COc1cccc(C(=O)Nc2ccc3c(c2)C(=O)N(C)[C@H]2CC[C@H](CC(=O)NCC(F)(F)F)O[C@H]2CO3)c1 do in these assays?
Mtb BioA inh: 1.1

What do the screens show for `O=C(Nc1cccc(Cl)c1)N1C[C@@H]2[C@H](c3ccccc31)[C@@H](CO)N2C(=O)c1cccnc1`?
Mtb BioA inh: -2.7

Results for C[C@@H]1CN([C@H](C)CO)C(=O)Cc2cc(NC(=O)C3CCCCC3)ccc2O[C@H]1CN(C)Cc1ccc(Cl)c(Cl)c1 ?
Mtb BioA inh: 0.0

Bioassay records deposited in PubChem BioAssay by Broad Institute.

A portion of the library; the hit share may differ from the screen's.
